Assay outcomes: PubChem BioAssay, Sanford-Burnham Center for Chemical Genomics
PfGluPho inh – PfG6PD (Plasmodium falciparum) enzyme inhibition. inhibition, % at 20 µM. 350,000 compounds, 0.78% hits. AID 504690. PfGluPho enzyme, NADPH resazurin-diaphorase fluorescence;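 active means inhibition reaching at least a set limit at 20 µM in the primary screen, cut at about 59% in these data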;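 further: 0% = DMSO wells with substrate and 100% = DMSO wells lacking glucose-6-phosphate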
* marks the source's active call; other numbers are inactive results. Only part of the results is shown; rates above refer to the full screens.

The first 6 records, to show the layout:
`Cc1ccc(S(=O)(=O)N2CC3(O)CN(C(=O)OC(C)C)N(C(=O)OC(C)C)CC3(OC(=O)NCc3ccccc3F)C2)cc1` (stereo not given) gave PfGluPho inh 12.
Screening CCCc1c(C(=O)N/N=C/c2ccoc2)nnn1-c1nonc1N returned PfGluPho inh -19.
`CCC(=O)N(C)C[C@H]1Oc2cc(Br)ccc2S(=O)(=O)N([C@@H](C)CO)C[C@H]1C` gave PfGluPho inh -6.
CCOC(=O)C1(c2ccccc2)CCCNC1=O (stereo not given) was read as PfGluPho inh 8.
For COc1ccc(S(=O)(=O)N2CCC(C(=O)NCCC(=O)NCCc3cccc(F)c3)CC2)cc1 the results were PfGluPho inh -2.
Cc1ccccc1-c1n[nH]nc1C1=CC(=O)C[C@H](c2ccc(F)cc2)C1 was read as PfGluPho inh -4.

All compounds of this part, from the first entry:
`Cc1ccc(S(=O)(=O)N2CC3(O)CN(C(=O)OC(C)C)N(C(=O)OC(C)C)CC3(OC(=O)NCc3ccccc3F)C2)cc1` (stereo not given) gave PfGluPho inh 12.
Screening CCCc1c(C(=O)N/N=C/c2ccoc2)nnn1-c1nonc1N returned PfGluPho inh -19.
`CCC(=O)N(C)C[C@H]1Oc2cc(Br)ccc2S(=O)(=O)N([C@@H](C)CO)C[C@H]1C` gave PfGluPho inh -6.
CCOC(=O)C1(c2ccccc2)CCCNC1=O (stereo not given) was read as PfGluPho inh 8.
For COc1ccc(S(=O)(=O)N2CCC(C(=O)NCCC(=O)NCCc3cccc(F)c3)CC2)cc1 the results were PfGluPho inh -2.
Cc1ccccc1-c1n[nH]nc1C1=CC(=O)C[C@H](c2ccc(F)cc2)C1 was read as PfGluPho inh -4.
Screening O[C@H]1C[C@H](c2ccccc2)N(CC2CCCCC2)C[C@@H]1n1cc(-c2ccc(F)cc2)nn1 returned PfGluPho inh 32.
COc1ccc(N2CC(C(=O)Nc3nnc(SCC(=O)Nc4ccc(NC(C)=O)cc4)s3)CC2=O)cc1 (stereo not given) was read as PfGluPho inh -25.
Screening COc1ccc(OC)c(S(=O)(=O)Nc2ccc3c(c2)OCCO3)c1 returned PfGluPho inh -8.
COCCNC(=O)c1ccc(N2CC3CC(C2)c2cccc(=O)n2C3)c(NC(=O)c2ccccc2Cl)c1 (stereo not given) was read as PfGluPho inh -10.
For CC1(C)NC(=O)N(CC(=O)Nc2ccc(-c3ccccc3)cc2)C1=O the results were PfGluPho inh -2.
`C[C@H](CO)N1C[C@H](C)[C@H](CN(C)Cc2ccncc2)Oc2cc(-c3ccccc3F)ccc2S1(=O)=O` gave PfGluPho inh 22.
CCOC1(OCC)OC(c2ccccc2)=C(C#N)C(C=Cc2ccccc2)C1(OCC)OCC (stereo not given) was read as PfGluPho inh 25.
Screening C[C@@H]1CN([C@H](C)CO)C(=O)c2cc(Br)cnc2O[C@H]1CN(C)C(=O)Cc1ccncc1 returned PfGluPho inh -8.
COc1cccc(OC)c1C(=O)N1CCN(Cc2c[nH]c3ccccc23)CC1 was read as PfGluPho inh 3.
For Cc1cn([C@H]2C[C@H](O)[C@@H](CNCc3cccc(OC4CCCC4)c3)O2)c(=O)[nH]c1=O the results were PfGluPho inh -5.
`O=C(c1ccc(CS(=O)Cc2ccc(Cl)cc2)o1)N1CCN(C2CCCCC2)CC1` (stereo not given) gave PfGluPho inh 2.
Screening Cc1ccc(S(=O)(=O)N(C)C)cc1NC(=O)COC(=O)c1cccs1 returned PfGluPho inh 10.
For CN1CCN(c2nc3cc(N4CCOCC4)ccc3s2)CC1 the results were PfGluPho inh 8.
For CC(C)CC1C(=O)N(Cc2cn(CCC3OCCCO3)nn2)CCS(=O)(=O)N1Cc1ccc(-c2ccc(Cl)cc2)cc1 (stereo not given) the results were PfGluPho inh 20.
N#Cc1ccc(C(=O)Nc2cc(S(=O)(=O)N3CCOCC3)ccc2N2CCOCC2)cc1 was read as PfGluPho inh 3.
`Nc1ccn([C@@H]2O[C@H](CNCC3=CCOc4ccc(O)cc43)[C@@H](O)[C@H]2O)c(=O)n1` gave PfGluPho inh 8.
Screening CN(Cc1ccccn1)C(=O)c1cc(COc2ccc(F)cc2Cl)on1 returned PfGluPho inh -7.
Screening CNc1ccccc1C(=O)OCC(=O)N1CCc2ccccc2C1 returned PfGluPho inh 4.
Screening C[C@@H]1CCCCO[C@H](CN(C)C(=O)Cc2ccccc2)[C@H](C)CN([C@@H](C)CO)C(=O)c2cc(NC(=O)Nc3ccc(F)cc3)ccc2O1 returned PfGluPho inh 7.
O=[N+]([O-])c1cc(Br)c2c(c1)CCN2 was read as PfGluPho inh -2.
Screening O=C(CSc1nnc(-c2c[nH]c3ccccc23)n1C1CC1)NC1CCS(=O)(=O)C1 (stereo not given) returned PfGluPho inh -9.
For COc1ccc(/C=C2\SC(=S)N(CCC(=O)N3CCOCC3)C2=O)cc1OC the results were PfGluPho inh -12.
`C[C@H](CO)N1C[C@H](C)[C@@H](CN(C)C(=O)Nc2ccccc2)Oc2ncc(-c3ccc(C#N)cc3)cc2C1=O` gave PfGluPho inh 19.
Screening CCOC(=O)N(C)C[C@H]1OCc2cn(nn2)CCCC(=O)N([C@H](C)CO)C[C@@H]1C returned PfGluPho inh 15.
O=C(CSc1nnc(CNC(=O)c2c(F)cccc2F)o1)NCc1ccc2c(c1)OCO2 was read as PfGluPho inh -8.
Screening CC(NC(=O)c1cc(COc2ccc(-n3cncn3)cc2)on1)c1ccc(F)cc1 (stereo not given) returned PfGluPho inh -3.
For O=C(c1ccc([N+](=O)[O-])cc1Cl)N1CCN(Cc2ccccc2)CC1 the results were PfGluPho inh -8.
`Cc1cccc(NC(=O)COc2cccc3c2CCNC3=O)c1` gave PfGluPho inh 9.
For Cc1c(Cl)cccc1N1C(=O)CC(Sc2ccccc2N)C1=O (stereo not given) the results were PfGluPho inh -7.
For CCC(C)C(CO)NCCCn1ccc(NC(=O)OCc2ccccc2)nc1=O (stereo not given) the results were PfGluPho inh 12.
CCCc1c(C(=O)N/N=C/C=C/c2ccccc2)nnn1-c1nonc1N was read as PfGluPho inh -5.
`O=C(CNc1cc(S(=O)(=O)N2CCOCC2)ccc1N1CCCC1)Nc1ccc(Cl)cc1F` gave PfGluPho inh 14.
COc1ccc(CCC(=O)OCC(=O)NC2CCCC2)cc1OC was read as PfGluPho inh 6.
Cn1cccc1CN1CCC[C@]2(N[C@H](c3ccccc3)[C@@H]3C(=O)N(Cc4ccccc4)C(=O)[C@@H]32)C1=O was read as PfGluPho inh 4.
For O=C(CSc1ccccc1)NC1CC1 the results were PfGluPho inh 3.
Screening CCOC(=O)c1ccccc1NC(=O)COC(=O)C(CC)Oc1ccccc1 (stereo not given) returned PfGluPho inh 8.
For Cc1ccc(S(=O)(=O)N2CCC(C(=O)N3CCCCCCC3)CC2)cc1C the results were PfGluPho inh -14.
CCN1C(=O)[C@H]2[C@@H](c3ccc(C)cc3)N[C@]3(CCCN(Cc4ccc(C)cc4)C3=O)[C@H]2C1=O was read as PfGluPho inh -5.
Cn1cccc([N+](=O)[O-])c1=O was read as PfGluPho inh -14.
Screening Cc1cn([C@H]2C[C@H](O)[C@@H](CNCc3cnc(N4CCOCC4)s3)O2)c(=O)[nH]c1=O returned PfGluPho inh -16.
`Cc1ccc(OCCC(=O)OCC(=O)NCCNC(=O)COC(=O)CCOc2ccc(C)cc2)cc1` gave PfGluPho inh 10.
Screening COc1ccc(-n2c(-c3ccc(Cl)cc3)n[nH]c2=S)c(OC)c1 returned PfGluPho inh 48.

Random excerpt: 5 entries already listed, in no set order.
`O=C(c1ccc(CS(=O)Cc2ccc(Cl)cc2)o1)N1CCN(C2CCCCC2)CC1` (stereo not given) gave PfGluPho inh 2.
COc1ccc(CCC(=O)OCC(=O)NC2CCCC2)cc1OC was read as PfGluPho inh 6.
`Cc1ccc(S(=O)(=O)N2CC3(O)CN(C(=O)OC(C)C)N(C(=O)OC(C)C)CC3(OC(=O)NCc3ccccc3F)C2)cc1` (stereo not given) gave PfGluPho inh 12.
Screening Cc1cn([C@H]2C[C@H](O)[C@@H](CNCc3cnc(N4CCOCC4)s3)O2)c(=O)[nH]c1=O returned PfGluPho inh -16.
Cc1ccccc1-c1n[nH]nc1C1=CC(=O)C[C@H](c2ccc(F)cc2)C1 was read as PfGluPho inh -4.

Next part:
For Cn1nc(SCc2ccccc2)c(=O)[nH]c1=O the results were PfGluPho inh -13.
Screening Cc1ccc(C(=O)COC(=O)CN2C(=O)C3CC=CCC3C2=O)cc1C (stereo not given) returned PfGluPho inh 8.
Screening COc1ccccc1N1CCN(C2CCCN(C(=O)c3cc(C(C)C)on3)C2)CC1 (stereo not given) returned PfGluPho inh -14.
O=C1[C@H]2[C@@H](c3ccccc3)N[C@]3(CCCN(Cc4ccc(F)cc4)C3=O)[C@H]2C(=O)N1Cc1ccccc1 was read as PfGluPho inh 4.
`COc1cc(OC)c(C(=O)c2ccccc2[N+](=O)[O-])c(OC)c1` gave PfGluPho inh 6.
C[C@@H]1CN([C@@H](C)CO)S(=O)(=O)c2ccc(Br)cc2O[C@@H]1CN(C)C(=O)NC1CCCCC1 was read as PfGluPho inh -2.
Screening CC(C)CC1C(=O)N(Cc2cn(CC3CCCCC3)nn2)CCS(=O)(=O)N1Cc1ccc(-c2cccc(CO)c2)cc1 (stereo not given) returned PfGluPho inh 9.
For O=C(OCc1cn([C@H]2C[C@H](c3ccccc3)N(C(=O)c3cccs3)C[C@@H]2O)nn1)c1ccccc1 the results were PfGluPho inh 7.
Screening CC(C)(C)c1ccc(C(=O)C2CC2)cc1 returned PfGluPho inh -2.
`CCN1CCN(S(=O)(=O)c2ccc(Cl)c(C(=O)N(C)C3CCCCC3)c2)CC1` gave PfGluPho inh 7.
C[C@@H]1CN([C@@H](C)CO)C(=O)CCCn2nncc2CO[C@H]1CN(C)C(=O)CCC(F)(F)F was read as PfGluPho inh -21.
`O=C(CSC1=NCCS1)N1N=C(c2cccs2)CC1c1ccc(F)cc1` (stereo not given) gave PfGluPho inh 23.
For CC1CN=C(NS(=O)(=O)c2ccccc2)N1 (stereo not given) the results were PfGluPho inh -22.
For CCOc1ccc(-c2nnc(NC(=O)COc3ccccc3F)o2)cc1 the results were PfGluPho inh -15.
Screening Cc1ccccc1C(=O)NC1CC2CCCC(C1)N2Cc1ccccc1Cl (stereo not given) returned PfGluPho inh -3.
CC(C)NC(=O)c1ccc(COc2cccc3ccccc23)o1 was read as PfGluPho inh 19.
Screening N#CCCC(C#N)(c1cccnc1)N1CCOCC1 (stereo not given) returned PfGluPho inh 2.
CCOc1ccccc1C(=O)NCC(=O)N(C)CC(=O)Nc1ccc(N2CCOCC2)cc1 was read as PfGluPho inh 4.
`C[C@H](NC(=O)c1ncn2c1C(=O)N[C@@H](C)C2)C(=O)OC(C)(C)C` gave PfGluPho inh -5.
Screening CCOc1ccc(NC(=O)CSc2nc3ccsc3c(=O)n2CCCCCC(=O)O)cc1 returned PfGluPho inh -17.
`NNc1cc2c(nn1)CCN(C(=O)c1ccccc1)C2` gave PfGluPho inh 12.
For CC1CN(C(=O)COC(=O)/C=C/c2ccccc2)CC(C)O1 (stereo not given) the results were PfGluPho inh -4.
Screening COc1ccc(NC(=O)C[C@H]2C(=O)N(C3CCCCC3)C[C@@H]2c2ccc(OC)cc2)cc1 returned PfGluPho inh 10.
COc1ccc(NC(=O)C[C@H]2C(=O)N(c3ccc(Br)cc3)C[C@@H]2c2ccc(OC)cc2)cc1 was read as PfGluPho inh 7.
For Cc1ccc(CN2CCC(C(=O)c3ccc(F)cc3)CC2)cc1 the results were PfGluPho inh 0.
COCCn1c(SCC(=O)Nc2ccc(F)cc2F)nc2c(c1=O)SCC2 was read as PfGluPho inh -8.
For S=C1SCN(Cc2ccccc2)CN1Cc1ccco1 the results were PfGluPho inh 45.
Screening CC1(C)CC(=O)C=C(c2n[nH]nc2-c2ccccc2)C1 returned PfGluPho inh 4.
O=C(c1cnc(Cl)c(Cl)c1)N1CCN(S(=O)(=O)c2cccs2)CC1 was read as PfGluPho inh -2.
C[C@@H]1CN([C@@H](C)CO)C(=O)CCCn2nncc2CO[C@@H]1CN(C)C(=O)Nc1ccc(C(C)(C)C)cc1 was read as PfGluPho inh -5.
For COc1ccc2c(C)cc(=O)sc2c1 the results were PfGluPho inh -1.
Nc1nnc2cc(F)ccc2n1 was read as PfGluPho inh -8.
`O=C(NCc1ccccc1)c1ccc(CS(=O)Cc2cccc(Cl)c2)o1` (stereo not given) gave PfGluPho inh 7.
Cc1ccc(/C=C/C(=O)OCC(=O)N(C)c2c(N)n(Cc3ccccc3)c(=O)[nH]c2=O)o1 was read as PfGluPho inh 38.
Screening C[C@@H](CO)NC(=O)c1[nH]cnc1C(=O)Nc1ccc(CNC(=O)OC(C)(C)C)cc1 returned PfGluPho inh 5.
Screening COCC(=O)Oc1cc(-c2ccc(C)cc2C)c(OC(=O)COC)c(-c2ccc(C)cc2C)c1 returned PfGluPho inh 7.
`CCOc1ccc(NC(=O)COc2cccc3cccnc23)cc1S(=O)(=O)N1CCCC1` gave PfGluPho inh 5.
For O=C(Nc1ccccn1)C1CCN(C(=O)c2ccc(Cl)cc2)CC1 the results were PfGluPho inh -12.
COc1ccc(C(=O)OCC(=O)N2c3ccccc3CC2C)cc1S(=O)(=O)N1CCOCC1 (stereo not given) was read as PfGluPho inh -6.
For Cc1ccc2c(c1)sc1nncn12 the results were PfGluPho inh -3.
Cc1cc2c(=O)[nH]c(N)nc2[nH]1 was read as PfGluPho inh -5.
Screening CCOC(=O)c1csc(CCNC(=O)c2ccccc2)n1 returned PfGluPho inh -7.
For CCCN(C)C[C@@H]1Oc2ncc(Br)cc2C(=O)N([C@@H](C)CO)C[C@H]1C the results were PfGluPho inh 1.
`N#CC(CC(=O)OCc1ccccc1)NC(=O)OCc1ccccc1` (stereo not given) gave PfGluPho inh -3.
O=C(Nc1ccc(N2CCCC2)c(Cl)c1)c1ccccc1F was read as PfGluPho inh 37.
